Screening results deposited in PubChem BioAssay by several laboratories.
CIT2-GFP yeast = modulators of TOR pathway CIT2-GFP in S. cerevisiae; S. cerevisiae CIT2-GFP strain, flow cytometry, 3 h; 100 means same as DMSO wells; GFP response vs DMSO, % at 10 µM; 0.065% of 320,000 active; AID 2029;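 active = GFP response relative to DMSO above a set limit, near the screen mean plus 3 SD, cut at about 150% in these data; inconclusive = Fewer than 70 cells measured for a yeast strain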;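 also: ratio of well median GFP fluorescence to mean of DMSO wells on the plate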
GLD-1 RNA inh = GLD-1-TGE RNA interaction inhibition (C. elegans); Q17339; purified GLD-1 + fluorescein TGE RNA, fluorescence polarization; inhibition, % at 5.96 µM; 0.44% of 320,000 active;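 active = percent inhibition above a per-plate cutoff, the plate mean of test compounds plus 3 SD, cut at about 30% in these data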;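 also: 0% = DMSO wells with GLD-1 and probe and 100% = wells lacking GLD-1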
AGP1-GFP MLPCN = modulators of TOR pathway AGP1-GFP in S. cerevisiae | AID 2066 | 0.02% of 320,000 active | S. cerevisiae AGP1-GFP multiplex flow cytometry, 3 h; GFP as percent of DMSO wells | GFP response vs DMSO, % at 10 µM;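 active = GFP response relative to DMSO above a set limit, near screen average plus 3 SD, cut at about 150% in these data; inconclusive = fewer than 70 cells counted for the yeast strain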;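 also: median GFP channel fluorescence of the gated AGP1 strain per well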
Fam108B counter = counter-screen for RBBP9 inhibitors: inhibitors of mouse Fam108B; inhibition, % at 9.51 µM; recombinant Fam108B, FP-Rh probe fluorescence polarization; 0.33% of 300,000 active;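 active = inhibition above the screen mean inhibition plus 3 SD, computed separately per campaign, cut at about 18% in these data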;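 also: inhibitors lower polarization as less probe binds the enzyme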
GRK2 inh = human GRK2 inhibition via aptamer displacement; AID 488847; 0.59% of 330,000 active; bead flow cytometry, FAM-aptamer displacement from GRK2; P25098; inhibition of aptamer binding, % at 10 µM;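 active = inhibition of aptamer binding above 40%, roughly 3 SD of noise, on plates passing a quality check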;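 also: median bead fluorescence of bound FAM aptamer so fluorescent compounds give negative values; no value below 0 was filed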
Bcl-xL primary = Bcl-xL (human) inhibition. Q07817. GST-Bcl-xL / FITC-Bim BH3 peptide fluorescence polarization. inhibition, % at 10.9 µM. 0.7% of 320,000 active;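 active = inhibition above the mean of all tested compounds plus 3 SD, cutoff set per campaign, cut at about 30% in these data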;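 also: 0% = DMSO wells and 100% = unlabeled Bim-BH3 peptide competitor; inhibitors lower millipolarization by displacing the labeled peptide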
Target sequence (Q07817 whole entry, looked up): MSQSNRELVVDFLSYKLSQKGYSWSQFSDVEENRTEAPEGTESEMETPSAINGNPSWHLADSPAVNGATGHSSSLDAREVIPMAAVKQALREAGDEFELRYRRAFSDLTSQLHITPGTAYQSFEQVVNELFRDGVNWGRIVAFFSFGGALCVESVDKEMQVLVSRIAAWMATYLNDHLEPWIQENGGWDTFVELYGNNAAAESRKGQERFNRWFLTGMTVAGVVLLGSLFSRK
MEX-5 binding = C. elegans MEX-5 TCR-2 RNA binding activity. Q9XUB2. MEX-5/FITC-TCR2 RNA binding, fluorescence polarization; stronger effect = lower value. activity score (negative = inhibition of binding), % at 10 µM. 0.38% of 300,000 active. AID 1832;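 active = inhibition past about -25% in most replicates, and total fluorescence under double the plate's negative control median, limit read from the data; inconclusive = replicates evenly split on the limit, or fluorescence at least double controls; inactive = too little inhibition in most replicates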;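 also: 0% = DMSO and -100% = 5 µM competing unlabeled TCR2 RNA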
Target sequence (Q9XUB2 whole entry, looked up): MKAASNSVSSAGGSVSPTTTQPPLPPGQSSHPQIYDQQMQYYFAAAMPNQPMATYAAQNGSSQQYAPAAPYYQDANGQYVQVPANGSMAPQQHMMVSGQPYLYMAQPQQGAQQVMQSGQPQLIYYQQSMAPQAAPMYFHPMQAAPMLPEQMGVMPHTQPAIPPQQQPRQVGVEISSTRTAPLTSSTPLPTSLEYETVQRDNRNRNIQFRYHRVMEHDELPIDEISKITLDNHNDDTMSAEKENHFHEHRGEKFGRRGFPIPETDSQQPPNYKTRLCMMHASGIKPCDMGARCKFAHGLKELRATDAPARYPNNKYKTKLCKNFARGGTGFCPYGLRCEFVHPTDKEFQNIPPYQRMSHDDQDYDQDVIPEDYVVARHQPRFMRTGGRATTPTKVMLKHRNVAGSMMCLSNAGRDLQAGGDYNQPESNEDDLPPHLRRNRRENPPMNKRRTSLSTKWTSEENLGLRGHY
MCL1-BIM inh = inhibitors of human MCL1 binding to BIM-BH3 peptide | Q07820 | GST-MCL1 / FITC-Bim-BH3 fluorescence polarization | inhibition, % at 10.9 µM | 0.68% of 320,000 active;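 active = inhibition above the mean inhibition of all tested compounds plus 3 SD, set per campaign, cut at about 40% in these data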;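 also: 0% = DMSO wells and 100% = unlabeled Bim-BH3 peptide control; higher means more loss of mP so more displacement of Bim peptide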
Target sequence (Q07820 whole entry, looked up): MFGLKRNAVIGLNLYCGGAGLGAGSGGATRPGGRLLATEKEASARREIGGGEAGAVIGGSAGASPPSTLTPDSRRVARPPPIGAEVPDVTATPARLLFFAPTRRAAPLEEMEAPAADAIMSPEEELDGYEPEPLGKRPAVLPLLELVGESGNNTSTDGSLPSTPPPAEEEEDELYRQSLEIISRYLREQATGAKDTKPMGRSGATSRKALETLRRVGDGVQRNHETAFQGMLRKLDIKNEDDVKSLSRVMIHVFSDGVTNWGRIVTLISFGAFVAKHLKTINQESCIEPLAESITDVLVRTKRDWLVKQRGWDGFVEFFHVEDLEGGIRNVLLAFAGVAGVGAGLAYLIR
VLA-4 inh = inhibition in a human VLA-4 binding assay; P13612; VLA-4 expressing cells, ligand binding flow cytometry; inhibition, % (about 7 µM as worked out from the volumes in the protocol); 0.2% of 330,000 active; in the data active = inhibition above about 50%
The depositor's hits bear a star; ? = inconclusive; . = no result given; [ ] = remark or other dose. Some of the compounds tested. The share of hits here may be higher or lower than overall.

SMILES	CIT2-GFP yeast	GLD-1 RNA inh	AGP1-GFP MLPCN	Fam108B counter	GRK2 inh	Bcl-xL primary	MEX-5 binding	MCL1-BIM inh	VLA-4 inh
Cc1ccc(N2C(=O)NC(=O)C3(Cc4ccccc4N4CCN(c5ccccc5)CC43)C2=O)cc1 (stereo not given)	101	25	103	-3	0	29	0.8	34	43
O=C(C[n+]1ccn(CCCNP2(=O)C=C(c3ccccc3)OC(c3ccccc3)=C2)c1)c1ccccc1	110	-1	98	-4	0	0	0.5	-2	0
O=C(c1cc2c(s1)CCCCCC2)N1CCC2(CC1)OCCO2	100	6	102	1	2	7	-1.9	10	1
CCOC(=O)c1sc(/N=C/c2c(O)n(-c3ccccc3)c(=O)[nH]c2=O)c(C#N)c1C	102	-28	103	0	1	-8	16	-9	0
Cc1cc(C)cc(NC(=O)CCNC(=O)N2C[C@H]3C[C@@H](C2)c2cccc(=O)n2C3)c1	97	5	98	-4	2	0	-0.3	0	21
C=C(CO)CC1CC(O)[C@]2(C)OC3CC4OC5C[C@]6(C)O[C@]7(C)CCC8OC9C[C@]%10(C)OC%11C(C)=CC(=O)OC%11CC%10OC9C[C@@H](C)C8OC7CC6O[C@]5(C)C/C=C\C4OC3CC2O1 (stereo not given in full)	.	-3	.	1	.	1	-1.1	5	.
CC(=O)c1ccc(-c2ccccc2)cc1	107	8	98	1	1	5	3.5	9	0
O=C(CCl)Nc1nccs1	110	3	102	12	0	6	0.7	3	6
Cc1ccc2c(c1)C1CN(C)CCC1N2C(=O)Nc1cccc(C(F)(F)F)c1 (stereo not given)	86	2	96	-1	0	4	1.7	6	5
CCc1ccc(CN2CCN(C(=O)Cc3ccccc3)CC2)cc1	99	-4	102	-4	1	6	-2.3	-4	6
CCOC(=O)C1(CCc2ccccc2)CCN(Cc2cccc3cnccc23)CC1	99	2	108	3	0	0	4.2	-3	14
Cc1ccccc1-n1c(C)nc2ccsc2c1=O	104	-2	110	-2	5	2	.	-7	-1
O=C(O)Cn1cc(C(=O)c2ccccc2)c2ccccc21	101	5	95	2	5	-3	-0.7	-4	7
O=P(Nc1ccccc1)(Nc1ccccc1)Oc1cccc(Cl)c1	?	6	?	0	5	0	-0.7	-3	19
O=C(Nc1cccc2ccccc12)N1CCC2(CC1)OCCO2	94	7	96	3	0	1	0.4	1	8
CCCN(CC1CC1)CC(O)c1ccccc1 (stereo not given)	105	-3	99	3	1	2	2.9	2	12
CCCNc1oc(-c2cccc3ccccc23)nc1C#N	99	-1	96	1	0	0	-2.1	5	7
O=C(Cc1ccccc1)N1CCN(C2CCCCCC2)CC1	96	-5	100	-1	1	3	0.0	-7	-5
O=C1NC(=O)N(Cc2ccccc2)C(=O)/C1=C\N1CCCc2ccccc21	91	4	97	-2	2	3	2.3	-1	-15
CC(NC1CCCCC1)C(O)C12CC3CC(CC(C3)C1)C2 (stereo not given)	95	1	106	-5	0	-10	-0.7	-7	6
O=c1[nH]c(=O)n(Cc2ccco2)c(O)c1/C=N/N1CCCCCC1	96	1	92	-1	4	-2	0.0	-4	-5
Cc1cccc(CN2CCN(C(=O)Cc3ccccc3)CC2)c1	105	15	102	-1	4	-1	-0.9	4	12
COc1ccc(-n2c(/C=C/c3ccc(O)c(OC)c3)nc3ccccc3c2=O)cc1	96	-28	98	1	0	-2	2.2	-8	-229
O=C(Nc1ccc(C(F)(F)F)cc1)c1cccn(Cc2ccc3c(c2)OC(F)(F)O3)c1=O	99	4	104	-6	0	3	2.4	-2	2
OC1(c2ccc(F)cc2)CC2CCC(C1)N2Cc1nnnn1C1CCCCC1 (stereo not given)	105	5	102	4	1	5	0.8	1	1
O=[N+]([O-])c1ccc(N2CCCC2)c2ccncc12	96	-26	74	1	3	-9	-3.7	-22	-21
COC(=O)C1=C(c2ccc(S(C)(=O)=O)cc2)C[C@@H]2CC[C@H]1N2C(=O)NC1CC1	84	-1	83	6	0	1	0.8	3	-5
CCN(CC)CCCN=C(C)c1c(O)n(C2CCCCC2)c(=O)[nH]c1=O	103	-6	103	1	0	1	1.1	-6	-4
COC(=O)C1=C(c2ccccc2OCc2ccccc2)C[C@@H]2CC[C@H]1N2C(=O)NCc1ccc(N(C)C)cc1	96	-1	96	.	0	9	.	3	-8
CC1Oc2cc3c(-c4c(O)cc(O)c5c(O)c6c(cc45)OC(C)C(C)C6=O)c(O)cc(O)c3c(O)c2C(=O)C1C (stereo not given)	101	11	107	41*	0	14	1.3	21	10
CC1CC2(O)c3no[n+]([O-])c3CCC2N1O (stereo not given)	99	-9	97	-3	1	6	0.1	3	-6
CC(C)(O)/C=C/C(=O)[C@](C)(O)C1[C@H](O)C[C@@]2(C)C3CC=C4C(C[C@H](O)[C@@H](O)C4(C)C)[C@]3(C)C(=O)C[C@]12C (stereo not given in full)	88	6	85	.	7	.	.	.	-3
CCN1CCN(S(=O)(=O)c2ccc(Cl)c(C(=O)Nc3ccc(C(=O)N(CC)CC)cc3)c2)CC1	90	4	93	-4	3	-12	-1.7	-19	-2
CCN(CC)c1ccc(C=C2C(=O)NC(=S)NC2=O)cc1	68	5	92	2	0	-1	-8.3	3	-5
Cc1cc(C=C(C#N)C#N)ccc1N1CCCC1	97	-111	99	0	1	-25	-6.4	-55	4
O=C1NC(=O)C(=Cc2cccc(OCCOc3ccccc3)c2)C(=O)N1	99	-2	104	2	0	5	-0.5	18	7
CC1(C)C(=O)C=C[C@]2(C)[C@H]3CC[C@@]4(C)[C@H](c5ccoc5)OC(=O)[C@H]5O[C@]54[C@]3(C)[C@H](O)C[C@@H]12	96	1	98	0	0	3	-0.9	5	-6
O=C(NC1CCCCC1)[C@@H]1CC=C[C@@H]2CCN(Cc3ccccc3)C(=O)[C@@H]21	89	-2	90	-8	2	-5	-1.4	-7	6
COC(=O)c1ccccc1N=Cc1c(O)[nH]c(=S)[nH]c1=O	102	9	102	3	3	4	6.0	9	4
CCOc1cc(CNCCc2cccc(F)c2)ccc1OC	98	-4	101	2	0	4	2.2	5	40
C(#CCN1CCOCC1)COCC#Cc1ccccc1	106	10	106	-4	0	4	-0.9	5	7
ClC1=C(Cl)C2(Cl)C3C(Cl)C=CC3C1(Cl)C2(Cl)Cl (stereo not given)	86	3	94	.	1	2	.	4	15
O=C1NC(=O)C(CCc2ccncc2)(Cc2ccc(OCc3ccccc3)cc2)C(=O)N1	100	0	107	-4	0	2	1.6	-3	9
Cn1c(O)c(/C=C2\N=c3ccccc3=C2CCNC(=S)NC2CC2)c(=O)n(C)c1=O	100	-4	108	4	4	6	-0.5	13	10
COCCNC(=O)CN1C(=O)C(C)N=C(c2ccccc2)c2cc(Cl)ccc21 (stereo not given)	?	-4	20[may fluoresce violet]	-2	5	0	-4.3	-1	-8
COc1cccc(CN2CCN(C(=O)Cc3ccccc3OC)CC2)c1	105	4	100	5	1	1	0.4	6	7
O=C1NC(=O)N(c2ccccc2F)C(=O)/C1=C/c1cn(CC(=O)N2CCOCC2)c2ccccc12	110	-32	90	-7	0	-19	-21	-29	9
Cc1[nH]c2ccc(OC(F)(F)F)cc2c1CCNCc1ccc(Cl)cc1	93	.	103	.	0	.	0.8	.	34
CCCCn1c(N)c(C(=O)OCC2CCCO2)c2nc3ccccc3nc21 (stereo not given)	101	3	100	10	0	4	-1.4	2	-4
C=CCN1C(=O)/C(=C\c2ccc(N3CCOCC3)o2)C(=O)NC1=S	99	-122	94	-9	1	-89	21	-194	-17
O=C1/C(=C\c2ccc(Cl)c(Cl)c2)N2CCC1CC2	75	0	89	-3	1	-3	-4.8	4	8
O=C(NCC(c1cccnc1)N1CCOCC1)Oc1ccccc1 (stereo not given)	108	14	103	2	1	10	-1.3	1	-17
CCCCCn1c(=O)c(C(=O)Nc2ccccc2Cl)c(O)c2ccccc21	104	-2	99	1	2	1	-1.3	4	4
Cc1cc(C)cc(N2C(=O)NC(=O)/C(=C/c3cccn3-c3ccc(Cl)cc3)C2=O)c1	98	-8	96	4	0	-5	?	-12	10
COc1ccc(CN2CCN(C(=O)COc3ccc4ccccc4c3)CC2)c(OC)c1	100	-9	98	-8	1	-2	1.5	-4	8
C/C(=N\NC(=O)c1ccccc1)c1c(O)n(C2CCCCC2)c(=O)[nH]c1=O	94	-3	99	0	1	8	0.2	10	1
CCOC(=O)C1(c2ccccc2)CCN(CC(=O)Nc2cccc3ccccc23)CC1	87	4	96	2	5	4	-0.2	5	9
COc1cccc(CC(=O)N2CCN(Cc3cccc(Cl)c3)CC2)c1	98	0	100	-2	0	4	-0.6	-2	3
Cc1ccc(NC2=NCCCS2)cc1Cl	98	4	102	1	0	1	-3.3	2	6
O=C1C=Cc2ccccc2C1=O	79	10	81	3	1	17	0.1	16	-17

Continuation:
SMILES	CIT2-GFP yeast	GLD-1 RNA inh	AGP1-GFP MLPCN	Fam108B counter	GRK2 inh	Bcl-xL primary	MEX-5 binding	MCL1-BIM inh	VLA-4 inh
N#Cc1ccccc1NC(=O)CN1CC=C(c2ccccc2)CC1	94	3	100	-5	0	5	-1.5	9	13
Cc1ccc(CN2CCCN(Cc3ccc(Cl)cc3)S2(=O)=O)cc1	105	6	99	-4	0	-3	5.6	-6	-8
COC(=O)C1=C(c2ccc(F)cc2F)C[C@@H]2CC[C@H]1N2C	99	8	99	.	0	-1	.	0	-1
Cc1cc(N2C(=O)CC(N3CCC(n4c(=O)[nH]c5ccccc54)CC3)C2=O)no1 (stereo not given)	110	-1	98	4	0	3	0.1	6	-6
COc1ccc2[nH]c(C)c(CCNCc3cc(OC)c(OC)c(OC)c3)c2c1	107	11	102	12	0	8	-5.5	4	3
CCCC(=O)NC(Oc1ccc(Cl)cc1Cl)C(Cl)(Cl)Cl (stereo not given)	99	4	101	5	7	4	0.0	4	12
O=c1[nH]c(=O)n(C2CCCCC2)c(O)c1/C=C/C=Nc1ccccc1	100	-139	108	-35	0	-72	?	-115	0
COc1ccc(N=C(C)c2c(O)n(C3CCCCC3)c(=O)[nH]c2=O)c(OC)c1	96	-2	101	-1	0	3	-3.1	1	12
COC(=O)c1c(C)n(Cc2ccco2)c2ccc(O)cc12	?	-1	?	2	2	6	-1.8	4	8
CN(C)C(=O)Oc1cccc(-c2cn3cc(Cl)ccc3n2)c1	99	0	95	0	0	0	0.2	10	-5
Cc1ccc(-n2c(O)c(C=NCCCn3ccnc3)c(=O)[nH]c2=O)cc1	95	-2	90	-4	0	-6	0.4	-10	-7
O=[N+]([O-])c1ccc(N2CCNCC2)cc1NCC1CCCO1 (stereo not given)	94	2	88	1	0	3	-5.8	1	1
COc1ccc(CC2c3cc(OC)c(OC)cc3CCN2C)cc1O (stereo not given)	104	3	105	-2	3	10	3.1	14	35
O=C(c1ccc(N2CC3CC(C2)c2cccc(=O)n2C3)c([N+](=O)[O-])c1)N1CCCC1 (stereo not given)	119	-3	106	-1	0	3	1.5	4	5
O=C(CN1CCCC1=O)NCCc1ccccc1	96	7	107	2	3	0	1.4	-14	12
CC(=O)OC1(c2ccc(C)cc2)CN2CCC1c1ccccc12 (stereo not given)	95	2	98	-3	2	5	0.1	5	13
CC(=O)N1CCC2(CC1)CC(=O)c1cc(OCC(=O)N3CCC4(CC3)OCCO4)ccc1O2	94	9	96	0	0	-3	-1.0	-5	-4
Cc1cc(N)n(C2CCN(C)CC2)n1	89	3	94	-5	0	-2	0.8	-1	9
